# Assay outcomes (PubChem BioAssay)
# 14-3-3 Bad inh: disrupts binding of bovine 14-3-3 zeta to phospho-Bad peptide. P63103. TR-FRET 14-3-3zeta/Dy647-pBad peptide displacement, 1 h. inhibition, % at 21.7 µM. 0.71% of 220,000 active. AID 781;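 active = inhibition above about 70%, limit read from the data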;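 also: 0% = full 14-3-3 plus peptide FRET controls and 100% = background without 14-3-3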
# Target sequence (P63103 whole entry, looked up): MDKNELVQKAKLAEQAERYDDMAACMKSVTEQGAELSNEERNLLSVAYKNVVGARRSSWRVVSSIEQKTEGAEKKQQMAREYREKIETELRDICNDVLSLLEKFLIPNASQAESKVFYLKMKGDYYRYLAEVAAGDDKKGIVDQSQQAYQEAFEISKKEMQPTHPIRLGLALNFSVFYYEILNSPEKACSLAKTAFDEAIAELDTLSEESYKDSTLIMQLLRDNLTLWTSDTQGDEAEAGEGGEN
# PGE2 EP2 inh: blocks the human prostaglandin E2 receptor EP2; C6 glioma cells expressing human EP2, cAMP TR-FRET; cells stimulated with saturating PGE2; inhibition, % at 25 µM; 0.52% of 260,000 active; AID 1422;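 active = percent inhibition above 40 after rounding to a whole number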;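 also: rat C6 glioma host cells with rolipram phosphodiesterase inhibitor present; the protocol text gives 20 µM as final concentration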
# TbHK1 inh: blocks Trypanosoma brucei hexokinase 1 activity. inhibition, % at 10 µM. recombinant TbHK1, G6PDH-coupled NADH A340. 0.11% of 220,000 active;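 active = inhibition of 50% or more in the single-dose primary screen; inactive = inhibition below 50%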
# Calpain2 inh: blocks pig calpain II enzyme activity; purified calpain II, fluorogenic peptide substrate, 30 min; inhibition, % at 16 µM; 0.37% of 220,000 active;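 active = inhibition above about 50%, limit read from the data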
# eIF4E 4G PPI: inhibitors of eIF4E and eIF4G interaction in translation initiation; P63073+Q04637; TR-FRET eIF4E-eIF4GI(517-606) binding, 2 h; inhibition, % at 21.7 µM; 0.37% of 220,000 active; AID 782;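 active = inhibition above about 30%, limit read from the data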;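 also: 0% = full FRET control wells and 100% = background wells lacking eIF4GI fragment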
# Rad51 HR inh: Rad51 (human) homologous recombination inhibition | inhibition, % at 10 µM | 0.085% of 200,000 active | hRad51 DNA strand exchange, fluorescence dequenching | AID 1385;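 active = inhibition above 40% at the single screening dose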;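 also: 0% = DMSO control wells and 100% = blanks with heterologous ssDNA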
# Target sequence (Q06609 whole entry, looked up): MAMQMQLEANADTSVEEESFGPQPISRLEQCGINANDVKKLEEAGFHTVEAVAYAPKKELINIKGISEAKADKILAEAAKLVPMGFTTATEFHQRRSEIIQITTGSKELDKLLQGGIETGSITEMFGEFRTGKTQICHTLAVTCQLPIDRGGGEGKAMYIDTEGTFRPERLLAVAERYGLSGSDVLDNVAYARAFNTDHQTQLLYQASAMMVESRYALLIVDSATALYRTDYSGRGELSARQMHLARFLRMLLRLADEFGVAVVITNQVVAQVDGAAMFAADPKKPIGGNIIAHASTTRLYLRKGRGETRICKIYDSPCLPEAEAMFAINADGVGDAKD
#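 Test system – preformed human Rad51 ssDNA filaments · Reagent – Donor/quencher-labelled 47-bp dsDNA substrate · Incubation – 37 °C 15-min filament assembly, 30-min compound preincubation, 15-min exchange · Signal – FRET fluorescence dequenching, excitation 485 nm, emission 520 nm · Read-out – percent inhibition from fluorescence, normalised to plate control and blank means · Benchmarks – plate control and blank wells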
# Hck-Nef inh: inhibitors of human Hck kinase activated by Nef; P08631; Recombinant Hck-YEEI plus Nef, Z-Lyte FRET kinase assay; inhibition, % at 20 µM; 0.68% of 220,000 active; AID 463187;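 active = Hck-Nef kinase inhibition above about 50%, limit read from the data; inactive = inhibition below that limit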;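 also: 0% = DMSO with Hck plus Nef and 100% = Hck alone without Nef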
# Target sequence (P08631 whole entry, looked up): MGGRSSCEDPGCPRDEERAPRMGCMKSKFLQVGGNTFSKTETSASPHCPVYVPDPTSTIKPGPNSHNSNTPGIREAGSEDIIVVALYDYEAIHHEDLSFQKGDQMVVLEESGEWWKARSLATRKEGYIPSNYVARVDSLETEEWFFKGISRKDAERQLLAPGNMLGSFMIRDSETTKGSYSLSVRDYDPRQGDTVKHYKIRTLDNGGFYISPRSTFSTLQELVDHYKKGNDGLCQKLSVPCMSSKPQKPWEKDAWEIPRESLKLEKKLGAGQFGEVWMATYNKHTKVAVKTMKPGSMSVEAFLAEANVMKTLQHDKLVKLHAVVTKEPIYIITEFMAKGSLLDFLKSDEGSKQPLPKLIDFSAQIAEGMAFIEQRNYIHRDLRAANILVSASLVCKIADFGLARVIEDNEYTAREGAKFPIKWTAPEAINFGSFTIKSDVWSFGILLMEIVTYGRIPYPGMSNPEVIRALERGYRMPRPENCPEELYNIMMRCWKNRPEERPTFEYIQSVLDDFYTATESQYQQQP
# zVAD death inh: blocks zVAD induced death of L929 cells; 0.38% of 220,000 active; L929 zVAD necroptosis rescue, ATP luminescence, 24 h; with zVAD 60 µM; viability rescue, % at 10 µM;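 active = activation, scaled between plate controls, above about 75%, limit read from the data; inactive = activation under that limit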;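 also: 0% = zVAD with DMSO and 100% = DMSO alone without zVAD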
# EP2 modulator: modulates human prostaglandin E2 receptor EP2 signaling; EP2-expressing cells, cAMP HTRF FRET, PGE2 co-stimulation; induction, % at 25 µM; 0.83% of 260,000 active; P43116;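 active = compounds whose cAMP rise, as percent of the full-agonist control response, exceeds 60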;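 also: rat C6 glioma line stably carrying human EP2 under a CMV promoter; the protocol text gives 20 µM as final concentration; 100% = response of wells given 1 µM PGE2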
# * hit, by the source's call; . = no result given; [ ] = dose if it differs, or a comment.
item	smiles	14-3-3 Bad inh	PGE2 EP2 inh	TbHK1 inh	Calpain2 inh	eIF4E 4G PPI	Rad51 HR inh	Hck-Nef inh	zVAD death inh	EP2 modulator
1	COc1ccccc1C(O)(C(=O)NN(C)c1ccccc1)c1ccccc1OC	-2	6	-9	-13	2[fluorescence artefact?]	0	0	0.5	27
2	COC(=O)c1ccc(Cn2cnc3c(cnn3-c3ccc(Cl)cc3)c2=O)o1	3	7	-4	-5	-1	.	-3	.	-7
3	Cn1c2ccccc2c2ncn(Cc3ccco3)c(=O)c21	-12	2	-9	-60	0	3	1	-0.1	58
4	CC1COC2C(O1)N(S(C)(=O)=O)CCN2S(C)(=O)=O (stereo not drawn)	0[fluorescence artefact?]	5	5	-14	-6[fluorescence artefact?]	7	1	-0.1	16
5	COCCCNc1nc2c(-c3cccc(C(F)(F)F)c3)nnn2c2ccccc12	-5	14	-4	-393	-4	7	26	1.7	23
6	COc1ccc2[nH]cc(CCNC(=O)C3CCCO3)c2c1 (stereo not drawn)	-4	3	-4	18	5	.	2	0.0	-30
7	COc1ccc(CNc2nc3ccccc3n2Cc2ccc(C)cc2)cc1OC	4	8	6	-11	0[fluorescence artefact?]	-11	3	0.4	26
8	C/C(N)=C(/C#N)C(=O)CSc1nnc(Nc2cccc(C)c2C)s1	11	1	-1	-29	-2	7	-2	3.8	-24
9	COc1ccc(S(=O)(=O)c2cnc3ccc(OC)cc3c2N2CCC3(CC2)OCCO3)cc1	4	9	-9	2	-1	1	1	2.1	20
10	CCN(CC)CC#CC(O)(c1ccccc1)c1ccccc1	-13	4	-4	-26	0	6	25	-1.0	9
11	C=CCn1c(SCC(=O)Nc2ccc(C(=O)OCC)cc2)nnc1-c1cccs1	6	12	2	-13	-4[fluorescence artefact?]	-2	-5	0.8	17
12	CCS(=O)(=O)/N=C(\N)c1ccccc1	15	9	1	-3	-6	-4	1	0.9	-14
13	Cc1ccc(NC(=O)CN(C)C(=O)c2ccc(Cl)c([N+](=O)[O-])c2)cc1	-1	8	0	-10	0[fluorescence artefact?]	-10	-2	0.3	10
14	CC(=O)Nc1ccc(NC(=O)c2c([N+](=O)[O-])c(C(C)(C)C)nn2C)cc1	-5	11	-21	-16	-7	18	17	4.2	-19
15	c1ccc(OCCOc2ncnc3ccccc23)cc1	19[fluorescence artefact?]	12	-1	-17	0[fluorescence artefact?]	3	-2	1.3	6
16	N=c1sccn1CC(=O)Nc1cccc(S(=O)(=O)N2CCCCCC2)c1	-4	5	2	-5	-3	-3	-7	-0.2	-57
17	COC(=O)/C(C#N)=C/c1cc(C)sc1C	0	10	-20	4	1	4	6	-0.1	-17
18	COc1ccc(/C=C/C(=O)c2ccccc2O)cc1	4	5	2	24	-1[fluorescence artefact?]	1	-4	0.5	-4
19	Cc1ccc(C(C)NC(=O)/C(C#N)=C\c2c(C)[nH]c3ccccc23)cc1 (stereo not drawn)	-7	30	-12	43	1	4	0	-0.4	-56
20	CCCCC(C)(O)C/C=C/[C@H]1[C@H](O)CC(=O)[C@@H]1CCCCCCC(=O)OC (stereo partly drawn)	-15	10	25	-49	-4	-3	8	-1.9	97*
21	COC(=O)c1ccc(C(=O)OC)c(NC(=S)N2CCN(c3ccccn3)CC2)c1	0	14	-11	-4	-1	4	5	1.4	4
22	Cc1ccc(C(=O)ONc2ccc(N=O)cc2)cc1	-5	11	-5	-22	0	11	3	2.0	-8
23	CC(C)C[C@H](NC(=O)c1[nH]cnc1C(=O)Nc1ccccc1)C(=O)OC(C)(C)C	-5	11	5	44	5	8	16	0.9	41
24	CCOc1ccc(C(c2nnnn2Cc2ccccc2)N2CCN(C(=O)c3ccco3)CC2)cc1 (stereo not drawn)	.	5	-11	.	.	6	-1	-0.3	.
25	Cc1ccc(Cc2cnc(NC(=O)/C(C#N)=C/c3ccc(-c4cccc([N+](=O)[O-])c4)o3)s2)cc1	22[fluorescence artefact?]	10	-3	0	-8	-4	7	0.0	15
26	Cc1ccccc1CS(=O)(=O)CCC(=O)NCCN1CCN(c2cccc(Cl)c2)CC1	7	.	-6	3	0	.	0	0.3	-20
27	CCCn1nnc(NC(=O)/C=C/c2ccco2)n1	-1	7	-32	-12	0	-8	11	0.2	1
28	O=C(Cc1ccc([N+](=O)[O-])cc1)c1c(O)cc(O)cc1O	-7	7	-35	9	-3	10	26	0.7	-11
29	N/C(CN1CCCC1=O)=N\OC(=O)c1ccc(Cl)cc1	-6	3	14	-3	19[fluorescence artefact?]	3	5	1.0	-13
30	CCN(CC)CCNC(=O)c1ccc(Sc2ccc(Cl)cc2)c(NC(C)=O)c1	5	4	-4	11	2	.	10	0.5	-9

# The final 3 compounds of the part above lead into the next:
item	smiles	14-3-3 Bad inh	PGE2 EP2 inh	TbHK1 inh	Calpain2 inh	eIF4E 4G PPI	Rad51 HR inh	Hck-Nef inh	zVAD death inh	EP2 modulator
28	O=C(Cc1ccc([N+](=O)[O-])cc1)c1c(O)cc(O)cc1O	-7	7	-35	9	-3	10	26	0.7	-11
29	N/C(CN1CCCC1=O)=N\OC(=O)c1ccc(Cl)cc1	-6	3	14	-3	19[fluorescence artefact?]	3	5	1.0	-13
30	CCN(CC)CCNC(=O)c1ccc(Sc2ccc(Cl)cc2)c(NC(C)=O)c1	5	4	-4	11	2	.	10	0.5	-9
31	CCN1CCCC1CN(Cc1cc2ccc(C)cc2[nH]c1=O)C(=S)Nc1ccccc1C(=O)OC (stereo not drawn)	51	6	-3	-5	0	5	28	-1.6	-17
32	Cc1nc(N2CCN(S(=O)(=O)c3ccc(F)cc3)CC2)c2c(-c3cccs3)csc2n1	-8	2	-8	-45	-3	3	-7	0.2	33
33	Cc1cccc(CS(=O)(=O)c2nnc([C@H](Cc3ccccc3)NC(=O)OC(C)(C)C)o2)c1	-4	12	-1	-14	-2	-12	-2	0.8	14
34	C=CCn1cnc2c(sc3nc(C)cc(C)c32)c1=O	4	8	-13	0	2	8	21	3.8	20
35	COCCn1c(SCc2nc3scc(-c4ccc(Cl)cc4)c3c(=O)[nH]2)nnc1-c1cccc(C)c1	-1	6	-2	-78	-2	-6	0	0.1	41
36	COc1cccc(C(=O)Nc2ccccc2)c1	2	5	-2	-11	3	0	-2	0.2	15
37	NC(=S)N=Nc1c(O)n(CCCl)c2ccccc12	-11	22	-8	29	2	0	9	-1.8	-34
38	COCCNC(=O)NC(=O)COC(=O)C1(c2ccc(Cl)cc2)CC1	-6	7	-2	-16	2	7	23	3.5	22
39	CCN(CC)Cc1c(O)ccc2c([N+](=O)[O-])c(C)n(-c3ccc(OC)cc3)c12	-14[fluorescence artefact?]	11	-3	16	-3[fluorescence artefact?]	-10	6	-0.7	17
40	Cc1ccc(S(=O)(=O)N(C)CC(=O)N2CCCc3ccccc32)cc1	-3	6	-1	12	4	-9	0	-0.2	16
41	CCSC1=N/C(=C\c2ccccc2)C(=O)N1	-11[fluorescence artefact?]	3	-34	-1	-1	12	6	1.6	17
42	CCOC(=O)c1ccc(NC(=O)CSc2nnnn2C2CCCCC2)cc1	9[fluorescence artefact?]	24	-3	-16	0	1	9	0.5	3
43	O=C(CN1C(=O)NC2(CCCC2)C1=O)OCc1cc(=O)n2cc(Br)ccc2n1	2	14	-29	-16	14	-2	25	0.0	-3
44	CCN(CC(=O)Nc1ccccc1OC)CC(=O)Nc1sccc1C#N	-14	0	4	-12	-4	2	7	2.2	28
45	O=C(NCc1cccnc1)C(=O)Nc1nc(C23CC4CC(CC(C4)C2)C3)cs1	-8	8	-15	-1	-2	.	14	4.9	-3

# Records listed so far printed as active in EP2 modulator:
no.	SMILES	14-3-3 Bad inh	TbHK1 inh	Calpain2 inh	eIF4E 4G PPI	Hck-Nef inh	EP2 modulator
20	CCCCC(C)(O)C/C=C/[C@H]1[C@H](O)CC(=O)[C@@H]1CCCCCCC(=O)OC (stereo partly drawn)	-15	25	-49	-4	8	97*

# Carrying on.
item	smiles	14-3-3 Bad inh	PGE2 EP2 inh	TbHK1 inh	Calpain2 inh	eIF4E 4G PPI	Rad51 HR inh	Hck-Nef inh	zVAD death inh	EP2 modulator
46	CC(C)(C)NC(=O)C(c1ccc(O)cc1)N(C(=O)Cn1nnc(-c2ccc(F)cc2)n1)c1ccccc1F (stereo not drawn)	4	2	-5	-75	5	8	13	-0.2	22
47	CN1C(=O)C(O)(CC(=O)c2cccs2)c2ccccc21 (stereo not drawn)	-11	5	-4	-21	1	22	3	-0.3	0
48	OC1CCCN(c2c3c(nc4cc(-c5cccc(F)c5)nn24)CCCC3)C1 (stereo not drawn)	-4	8	-1	-22	3	-12	17	1.9	25
49	COCC1CCCN(C(=O)c2ccc(OC3CCN(Cc4ccccn4)CC3)cc2)C1 (stereo not drawn)	-12	5	-1	-25	-2	5	18	2.2	19
50	CC1C(c2ccccc2)=NNc2nc3c(c(=O)n(C)c(=O)n3C)n21 (stereo not drawn)	0	10	-22	-66	-10	25	26	0.4	24
51	CCCCNC(=O)CSc1nnc(NC(C)=O)s1	11	12	2	-18	-9	-3	-12	2.1	-2
52	COc1ccc(N(C)C(=O)c2ccc3nc(-c4ccccc4)c(-c4ccccc4)nc3c2)cc1	6	20	-21	-43	1	13	1	-0.2	-23
53	CCC1CCCCN1C(=O)CCCOc1ccccc1 (stereo not drawn)	-1	16	-1	20	3	.	-1	0.7	5
54	C=CCSc1[nH]c(=O)cc(C)c1C(N)=O	4	11	-6	-28	-1	1	3	-0.1	1
55	Cc1ccc(C(=O)N2CCN(S(=O)(=O)c3ccccc3[N+](=O)[O-])CC2)o1	-6	4	2	13	3	2	-12	0.8	-40
56	COc1ccc(Cl)cc1NC(=O)Nc1ccccc1C(N)=O	1	4	-2	-15	0	-3	26	-0.7	-58
57	CC(=O)Nc1ccc(OCC(O)CN2CCCCC2C)cc1 (stereo not drawn)	-15	3	2	-10	0[fluorescence artefact?]	3	2	0.8	-2
58	COc1ccc(-c2nnc(SCC(=O)N/N=C/c3ccccc3C(=O)O)n2-c2ccccc2)cc1	2	0	-3	-12	3	0	24	1.0	-26
59	Cc1nn(Cc2ccc([N+](=O)[O-])cc2)c(=O)n1-c1cccc(F)c1	-15	3	-8	2	6	-1	1	-0.1	35
60	CCOC(=O)N1CCN(C(=O)CN(c2ccccc2OC)S(=O)(=O)c2ccc(C)cc2)CC1	5	9	-1	-4	9[fluorescence artefact?]	-3	0	-0.6	31
61	COc1cc(C2C(C#N)=C(N)OC3=C2C(=O)CC(C)(C)C3)ccc1OC(=O)N1CCOCC1 (stereo not drawn)	-14[fluorescence artefact?]	14	0	-17	-2	3	1	0.2	37
62	Cc1ccc(NCc2nnc(SC(C)C(=O)N/N=C/c3ccc(C)o3)n2-c2ccccc2)cc1 (stereo not drawn)	-7	19	2	-23	8	0	-2	0.2	6
63	O=c1c2c(nc3n1CCCCC3)sc1c(O)c(Br)ccc12	-3	11	-4	-82	-5	-3	0	-0.9	-3
64	COc1ccc(O)c(/C=C(\C#N)C(=O)Nc2cccnc2)c1	20	9	-7	-121	37*	2	2	1.9	-9
65	Oc1c(Br)cc(Cl)cc1C=Nc1ccccc1Br	-11	15	34	1	2	-6	0	1.7	-3
66	Cc1cccc(C)c1OCCCN1CCCC1	11[fluorescence artefact?]	12	3	-18	1[fluorescence artefact?]	0	-2	0.5	6
67	COC(=O)C1Sc2[nH]c(=O)sc2C(c2ccc(Cl)cc2)C1C(=O)OC (stereo not drawn)	12	10	-8	9	-7	-2	1	1.0	9
68	Cc1cccc(CN2C[C@]34CC[C@@H](C[C@@H]3S2(=O)=O)O4)c1	-4	10	-2	-5	-2	3	24	0.1	25

# Down the list, quoted from above:
# Compounds 62–66 in TbHK1 inh, in turn: 2, -4, -7, 34, 3
# Compounds 62–66 in zVAD death inh, in turn: 0.2, -0.9, 1.9, 1.7, 0.5

# An excerpt, so the mix of outcomes need not match the whole.
